Bioassay records: PubChem BioAssay, several laboratories
FXIa inh 1536: factor XIa (human) inhibition. P03951. purified FXIa, Boc-Glu-Ala-Arg-AMC fluorogenic substrate. inhibition, % at 5 µM. 0.14% of 220,000 active. AID 798;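 active = inhibition of at least 40%; inactive = inhibition below 40%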;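 note: fluorescence of freed AMC excited at 355 nm; 0% = enzyme without compound and 100% = no enzyme blank; many of its hits are not listed in these tables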
PERK inhibitor: blocks human PERK kinase. Q9NZJ5. CHO PERK-DD fusion, SEAP luminescence translation reporter. inhibition, % at 5.6 µM. 0.17% of 220,000 active. AID 1416;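 active = inhibition above the mean inhibition of all tested compounds plus 3 SD, set separately per screening campaign, cut at about 2.9% in these data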;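 note: PERK kinase domain activated by AP20187 dimerizer at 100 nM; 0% = DMSO with dimerizer and 100% = rapamycin at 8.4 µM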
Target sequence (Q9NZJ5 whole entry, looked up, the tested form may be a part): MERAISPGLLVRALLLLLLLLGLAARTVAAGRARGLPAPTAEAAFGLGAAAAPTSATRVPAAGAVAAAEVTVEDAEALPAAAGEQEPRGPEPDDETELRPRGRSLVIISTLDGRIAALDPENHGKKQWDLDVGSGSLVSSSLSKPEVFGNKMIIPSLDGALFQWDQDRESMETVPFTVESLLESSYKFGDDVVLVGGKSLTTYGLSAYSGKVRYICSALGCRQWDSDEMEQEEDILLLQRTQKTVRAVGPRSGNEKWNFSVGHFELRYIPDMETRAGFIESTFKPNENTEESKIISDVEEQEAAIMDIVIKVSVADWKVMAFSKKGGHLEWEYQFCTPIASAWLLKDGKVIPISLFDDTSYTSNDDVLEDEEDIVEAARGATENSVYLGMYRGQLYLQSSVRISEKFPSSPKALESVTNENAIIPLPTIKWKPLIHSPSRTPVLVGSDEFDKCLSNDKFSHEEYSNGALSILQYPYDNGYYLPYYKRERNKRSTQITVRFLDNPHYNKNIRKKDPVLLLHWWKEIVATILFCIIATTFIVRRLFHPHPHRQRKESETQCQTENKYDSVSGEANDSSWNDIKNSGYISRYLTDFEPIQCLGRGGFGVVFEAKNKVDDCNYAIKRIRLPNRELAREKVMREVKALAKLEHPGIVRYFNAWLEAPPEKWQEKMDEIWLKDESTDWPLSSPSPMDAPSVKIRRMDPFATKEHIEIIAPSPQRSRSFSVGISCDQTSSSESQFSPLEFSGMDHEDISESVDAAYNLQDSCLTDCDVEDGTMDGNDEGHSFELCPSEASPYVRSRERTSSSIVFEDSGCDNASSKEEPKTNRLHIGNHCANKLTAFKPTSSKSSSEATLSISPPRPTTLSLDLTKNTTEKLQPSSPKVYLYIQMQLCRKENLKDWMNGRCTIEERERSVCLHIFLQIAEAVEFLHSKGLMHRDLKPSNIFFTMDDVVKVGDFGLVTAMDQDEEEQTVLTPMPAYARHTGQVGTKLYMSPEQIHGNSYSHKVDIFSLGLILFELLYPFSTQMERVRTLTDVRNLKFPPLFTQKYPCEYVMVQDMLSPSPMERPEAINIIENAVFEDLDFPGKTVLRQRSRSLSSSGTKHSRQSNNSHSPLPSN
Furin inhibitor: human furin inhibition. P09958. purified furin, fluorogenic substrate cleavage. inhibition, % at 30 µM. 0.061% of 220,000 active. AID 463115; in the data active = inhibition above about 25%; note: inactives centre near -15
KLK5 inh: kallikrein 5 (human) inhibition; Q9Y337; recombinant hK5, fluorogenic AMC substrate cleavage; inhibition, % at 5 µM; 0.59% of 210,000 active; AID 873;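 active = inhibition of 40% or more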;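 note: 0% = enzyme controls without compound and 100% = no-enzyme blanks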
Rad51 HR inh: blocks human Rad51 in homologous recombination. Q06609. hRad51 DNA strand exchange, fluorescence dequenching. 0.085% of 200,000 active. inhibition, % at 10 µM;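 active = inhibition above 40% at the single screening dose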;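 note: 0% = DMSO control wells and 100% = blanks with heterologous ssDNA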
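Assay system: Human Rad51 nucleoprotein filaments preassembled on unlabelled ssDNA | Reagent: Donor/quencher-labelled 47-bp dsDNA substrate | Doses: One concentration, 10 µM final | Times: 37 °C 15-min filament assembly, 30-min compound preincubation, 15-min exchange | Technique: Fluorescein emission 520 nm, excitation 485 nm | Benchmarks: Plate control and blank wells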
Calpain2 inh: blocks pig calpain II enzyme activity. purified calpain II, fluorogenic peptide substrate, 30 min. inhibition, % at 16 µM. 0.37% of 220,000 active;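 active = inhibition above about 50%, limit read from the data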
KCC2 mod: modulators of human KCC2 chloride dependent transport; Q9H2X9; KCC2 cells, thallium flux FluoZin-2 fluorescence; B-score of Tl+ flux slope (higher = more flux/activation; lower = inhibition) at 10 µM; 2.2% of 190,000 active; AID 1456;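 active = thallium flux slope and its plate-corrected score both differing from the plate sample mean at a set confidence after two filtering rounds, in either direction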;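 note: slope of fluorescence scaled to starting intensity during 10 to 20 s after thallium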
thrombin 1536: thrombin (human) inhibition; alpha-thrombin, Boc-VPR-AMC fluorogenic substrate cleavage; AID 1046; inhibition, % at 5 µM; 0.26% of 220,000 active;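 active = inhibition at or above 40%; inactive = inhibition below 40%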;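 note: 0% = enzyme with no compound and 100% = wells without enzyme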
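Material: human alpha-thrombin enzyme / Medium: pH 7.5 Tris (50 mM) with NaCl 150 mM, Tween 20 0.05% / Compound: single-point dosing at 5 µM, 0.2% DMSO / Incubation: enzyme reaction carried out at room temperature / Detection: AMC fluorescence, 355/460 nm / Read-out basis: percent inhibition scaled between no-compound controls and no-enzyme blanks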
FXIIa inh: factor XIIa (human) inhibition; P00748; purified FXIIa, Boc-QGR-AMC fluorogenic substrate, 2 h; inhibition, % at 5 µM; 0.3% of 220,000 active; AID 800; in the data active = inhibition above about 40%;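 note: 0% = enzyme with no compound and 100% = blank without enzyme; many of its hits are not listed in these tables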
An asterisk follows results filed as active; i = inactive; · = no result given; [ ] = another dose, or the depositor's remark. Only part of the results is shown; count on the stated rates, not on these rows.

mol,Rad51 HR inh,FXIIa inh,FXIa inh 1536,KLK5 inh,Furin inhibitor,thrombin 1536,Calpain2 inh,KCC2 mod,PERK inhibitor
CCn1c(NC(=O)Nc2ccccc2OC)nc2ccccc21,-0.4,8.0,-0.8,-8.6,-24.1,-6.8,-22.3,0.619,-0.5
CC(C)(C)OC(=O)NCCCCCNC(=O)c1[nH]cnc1C(=O)N[C@@H](Cc1ccccc1)C(=O)OCc1ccccc1,-5.5,9.6,0.4,-4.5,-14.0,-2.6,35.7,-1.19,0.6
COc1ccccc1NS(=O)(=O)c1cccc(-n2c(O)c(C=Nc3ccccc3C(=O)O)c3ccccc3c2=O)c1,4.4,10.3,4.5,5.5,-9.2,0.6,-33.0,-2.89,-0.2
COc1ccc(Cl)cc1NC(=O)C1COc2ccccc2O1 (stereo unspecified),-9.3,6.5,2.6,-1.9,-12.9,5.2,-2.3,0.106,0.9
CC1(C)Nc2ccccc2C(=O)N1NC(=O)c1ccccc1,25.4,8.4,-1.9,-14.6,-19.5,4.2,-127.5,-0.282,1.5
COP(=O)(OC)C(NC(=O)Nc1ccccc1)c1ccccc1 (stereo unspecified),-9.9,10.4,1.7,-0.8,-15.7,4.3,-10.1,0.549,0.7
CCOC(=O)c1sc(=S)n(CC)c1N,6.4,22.2,10.2,-1.3,-1.3,5.5,-6.6,0.149,0.8
O=C(CSc1ncnc2c1oc1ccccc12)NCC1CCCO1 (stereo unspecified),1.4,·,·,·,-18.2[20 µM],·,·,-0.894,-0.1
O=c1ccc(Br)c[nH]1,2.0,6.2,-4.7,11.3,-18.9,-7.0,-13.8,·,2.8
COc1ccc(N2C(=O)c3ccccc3NC2c2ccc(OC)c(Cn3nnc4ccccc43)c2)cc1 (stereo unspecified),3.1,-3.6,-11.2,-8.2,-12.0,-6.7,-47.7,0.0953,-1.5
N#Cc1c(C(F)(F)F)cc(-c2ccccc2)[nH]c1=O,-0.4,-8.8,-7.9,-173.0,-10.3[20 µM],-9.3,i,·,0.8
O=C(c1sc2ccccc2c1Cl)N(Cc1cccs1)C1CCS(=O)(=O)C1 (stereo unspecified),5.3,8.5,2.7,11.5,-16.0,-10.7,33.2,-1.96,-0.1
CC1(C)C2CC=C(/C=N/NC(=O)C(N)=O)C1C2 (stereo unspecified),-6.4,1.0,-2.9,-4.6,-6.5,-3.3,16.8,0.871,0.0
COC(=O)CCC(=O)OC1(C)C(=O)C=C2C=C(C3CC3)N(CCc3ccccn3)C=C2C1=O (stereo unspecified),-2.1,6.2,2.7,1.9,-9.5,-0.7,-16.1,0.59,·
Cc1cc(NC(=O)CCN2C(=O)c3ccccc3C2=O)no1,-2.6,14.4,1.5,14.7,-20.5,-0.1,5.9,0.955,0.2
O=c1cc(-c2ccccc2Cl)oc2ccc([N+](=O)[O-])c(O)c12,60.5*,8.2,7.9,0.2,-13.6,0.6,-22.8,2.41,0.4
CCOC(=O)N1CCN(C2CC(=O)N(c3ccc(C)cc3)C2=O)CC1 (stereo unspecified),-5.2,-2.6,-6.6,-20.4,-27.2[20 µM],-10.7,0.1,·,0.9
CCN(CC)C(=O)C(=O)N/N=C/c1ccc(Br)cc1,6.9,1.7,-3.1,-29.4,-7.2[20 µM],-6.3,-29.3,·,1.4
CCCCCn1nc(C)c2c(C)cc(=O)[nH]c21,-3.5,5.8,1.6,-10.6,-17.5[20 µM],1.4,-13.1,-0.207,0.4
Cc1cc(C)n(-c2nnc(SCC(=O)NC3CCCC3)c3ccccc23)n1,-2.7,12.5,9.5,-8.7,-20.9[20 µM],0.9,-11.4,-0.278,-1.1
O=C(Cc1ccccc1)N/N=C/c1ccc(S(=O)(=O)O)o1,·,4.9,-0.3,2.9,-22.1,-2.6,-16.8,-0.668,1.5
COc1ccc(NC(=O)COC(=O)C(CC(C)C)N2C(=O)C3CC=CCC3C2=O)cc1Cl (stereo unspecified),-2.2,5.4,3.4,-17.0,-13.7,-4.3,1.0,-0.273,0.1
O=C(/C=C/c1cccs1)c1ccc([N+](=O)[O-])cc1,-30.8,5.9,5.4,-5.3,-14.8,-3.2,4.9,-0.34,2.3
C=CCN1CCN(C(c2ccc(OC)c(OC)c2)c2nnnn2C(C)(C)C)CC1 (stereo unspecified),-9.5,9.6,0.0,-21.3,-29.3,-1.8,-6.9,0.752,0.6
C=CCC(C(=O)OC)(C(=O)OC)c1ccccc1[N+](=O)[O-],5.1,2.6,-3.6,-7.7,-23.3,1.3,-40.0,-0.00176,-0.1
CS(=O)(=O)c1ccc2nc(NC(=O)Nc3ccc(Cl)cc3)sc2c1,-5.6,6.6,3.5,-7.1,-21.0,-12.2,-11.6,-0.0975,0.9
O=C(CSc1nc2ccccc2c(=O)n1-c1ccccc1)NC(=O)CN1CCCC1=O,-1.3,7.4,-2.5,-9.7,-22.8,1.4,-7.3,1.21,-0.4
CCCCNC(=O)CSc1nnc(Cc2ccccc2)n1CC1CCCO1 (stereo unspecified),-13.0,5.5,-5.6,-0.6,-11.9,10.0,-26.5,·,-1.2
COc1ccccc1CCc1nnc(CCC(=O)N(C)Cc2cccc3ncccc23)o1,0.3,2.5,-5.8,-3.3,-25.6,-7.6,-5.8,-1.79,-0.1
COc1cccc(C2CC(c3cccc(NS(C)(=O)=O)c3)=NN2C(=O)c2ccccc2)c1OC (stereo unspecified),4.8,7.6,-3.7,-2.3,-4.3,-1.8,-15.2,-2.76,-0.6

The final 3 compounds of the part before are carried over, then new ones follow.
mol,Rad51 HR inh,FXIIa inh,FXIa inh 1536,KLK5 inh,Furin inhibitor,thrombin 1536,Calpain2 inh,KCC2 mod,PERK inhibitor
CCCCNC(=O)CSc1nnc(Cc2ccccc2)n1CC1CCCO1 (stereo unspecified),-13.0,5.5,-5.6,-0.6,-11.9,10.0,-26.5,·,-1.2
COc1ccccc1CCc1nnc(CCC(=O)N(C)Cc2cccc3ncccc23)o1,0.3,2.5,-5.8,-3.3,-25.6,-7.6,-5.8,-1.79,-0.1
COc1cccc(C2CC(c3cccc(NS(C)(=O)=O)c3)=NN2C(=O)c2ccccc2)c1OC (stereo unspecified),4.8,7.6,-3.7,-2.3,-4.3,-1.8,-15.2,-2.76,-0.6
CC(C)NC(=O)c1cccc(Br)c1,-1.4,12.6,3.5,-1.9,-14.5[20 µM],-4.9,-15.8,0.32,0.0
CC(NS(=O)(=O)c1ccc(Br)cc1)C(c1cccs1)N1CCN(C)CC1 (stereo unspecified),9.4,12.5,4.9,-1.9,-22.6,-0.6,-0.2,-0.0999,0.2
C=CCNC(=O)COC(=O)CNC(=O)c1cc(Cl)cc([N+](=O)[O-])c1,-4.8,2.8,1.3,-3.0,-8.7,-8.2,2.5,0.057,0.5
Cc1ccc(CNC(=O)CCNC(=O)Cn2ccc3ccccc3c2=O)cc1,-5.3,23.0,5.7,-6.7,-18.6[20 µM],3.9,-7.8,-1.16,-0.7
CC(C(=O)NCCC1=CCCCC1)N1C(=O)c2ccccc2C1=O (stereo unspecified),-6.8,15.8,4.4,-15.3,-22.1,5.1,-21.0,-0.936,-1.1
CCOCCCNc1nc2ccccc2[nH]1,-1.5,10.0,-8.5,-24.6,-125.4[20 µM],1.0,21.1,0.0168,-0.2
CCCN(CCC)C(=O)c1cc2c(=O)[nH]c3ccc(C)cc3c2s1,-0.5,3.8,-3.1,-7.5,-22.9,-1.1,-63.6,-1.04,-0.3
Cc1ccc(NC(=O)Nc2ccccc2)c(Br)c1,5.4,6.1,7.5,-2.7,-26.1,-0.6,-13.8,0.249,1.3
Cc1ccc(N2CC(=O)N(NC(=O)c3sc4nc(C)cc(C)c4c3N)CC2=O)cc1,-15.3,2.9,-2.4,-1.7,-6.1,-1.1,-335.5,-0.0787,-1.4
COCC(=O)Nc1nc(-c2ccc([N+](=O)[O-])cc2)cs1,18.3,9.0,-0.6,-2.3,-16.8,2.9,-18.1,-0.362,-0.2
Cn1ccnc1SCC(=O)N1CCN(S(=O)(=O)c2ccccc2)CC1,2.8,11.4,1.1,4.9,-22.7,0.1,7.6,1.08,0.9
COc1ccccc1C1CCN(c2ccc(CO)cc2[N+](=O)[O-])CC1,5.6,4.4,-1.8,0.6,-7.7,-2.0,5.4,·,0.5
O=C(CSc1ccc(Cl)cc1)Nc1ccc(N2CCN(C(=O)c3ccco3)CC2)cc1,1.6,2.4,-0.3,-31.3,-11.8[20 µM],-7.1,-15.9,1.66,-0.4
O=C(O)c1cccc(-n2cccc2/C=C2\NC(=O)N(Cc3ccc(F)cc3)C2=O)c1,3.1,-3.8,22.8,-23.4,-30.1,5.0,24.4,-0.523,0.8
CC(C)NC(=O)C1CCN(C2CCN(C(=O)c3ccc4cccc(F)c4n3)CC2)CC1,-11.6,1.7,-1.8,-1.1,-16.7,-10.3,-23.6,0.802,0.0
CCOC(=O)CN1C(=O)S/C(=C/c2ccc3c(c2)n(C)c(=O)n3C)C1=O,-7.8,9.4,-1.8,-6.8,-4.5,2.5,-28.7,0.799,-0.2
COc1cc2c(cc1OC)-c1cc(NC3CCCC3)nc(=O)n1CC2,-1.1,9.0,0.1,0.5,-177.6,-1.9,-174.2,·,1.8
COc1ccc(CNC(=O)C2CC(c3ccccc3[N+](=O)[O-])=NO2)cc1 (stereo unspecified),8.4,21.7,6.0,9.2,-14.4[20 µM],4.8,6.9,-0.0367,0.3
O=C(O)CSc1c(-c2ccccc2)[nH]c2ccccc12,5.8,1.7,6.2,-9.6,-13.0,-7.4,-9.7,0.276,1.4
COc1ccc(Cc2nnc(SC)[nH]c2=O)cc1OC,-3.0,11.6,1.9,5.5,-8.2,21.3,0.8,·,1.0
O=C(NC(=S)NCCc1ccccc1)c1ccccc1,-1.6,2.1,-5.9,-0.5,-13.3[20 µM],-10.8,-11.6,·,1.0
O=C(N/N=C/c1ccncc1)C12CC3CC(CC(C3)C1)C2,-3.3,7.6,-3.6,-6.0,-18.6,-8.3,-6.5,-0.0262,0.5
Cc1cccc(NC(=O)c2ccc(NCC3CCCO3)c([N+](=O)[O-])c2)c1 (stereo unspecified),·,9.9,6.7,-5.6,-27.9,-0.8,-7.5,0,-0.6
CCCCNC(=O)CSc1nc2ccc(C)cc2[nH]1,0.8,6.9,7.0,0.5,-26.3,-7.9,-9.1,-0.599,0.6
O=C(Nc1nc(-c2cccnc2)cs1)c1ccc([N+](=O)[O-])cc1,12.8,6.3,13.0,4.8,-26.3,-0.5,0.2,1.23,0.3
Cc1c(C(=O)NCCN2C(=O)S/C(=C\c3cccnc3)C2=O)cccc1[N+](=O)[O-],-3.4,8.7,12.8,3.3,-17.9,2.2,10.1,-0.0225,0.6
NC(=O)CC[C@@H]1NC(=O)[C@H](CO)NC(=O)c2cc([N+](=O)[O-])cc(I)c2NCCCC[C@@H](C(N)=O)NC(=O)[C@H](Cc2ccc(O)cc2)NC1=O,-1.7,7.1,-3.3,-10.0,-8.5,-0.8,-28.1,0.0265,0.3
Cc1cc(NC(=O)c2cc(C(C)C)on2)nn1Cc1ccc(Cl)cc1,6.5,9.6,2.0,-10.0,-12.5,-3.0,0.1,-0.939,0.7
